Compound activity: PubChem, The Scripps Research Institute Molecular Screening Center
GalR3 antagonist: GalR3 antagonists in HEK293 cells, primary screen, cell-based, fluorescence readout; 360,000 tested, 0.44% active; Galanin receptor type 3 (Homo sapiens), O60755; inhibition, % at 3 µM; AID 651719, 2012; HEK293 GalR3-CNG cAMP membrane potential fluorescence; galR3 body fused to GalR1 C-terminus;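 active = inhibition above the screen-wide average plus 3 SD, cut at about 13% in these data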;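 also: forskolin and galanin both at EC90 stimulate the cells; cAMP rise reported by CNG channel membrane potential dye signal; 0% = forskolin plus galanin with DMSO and 100% = forskolin alone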
Target sequence (O60755 1-299 limits assumed): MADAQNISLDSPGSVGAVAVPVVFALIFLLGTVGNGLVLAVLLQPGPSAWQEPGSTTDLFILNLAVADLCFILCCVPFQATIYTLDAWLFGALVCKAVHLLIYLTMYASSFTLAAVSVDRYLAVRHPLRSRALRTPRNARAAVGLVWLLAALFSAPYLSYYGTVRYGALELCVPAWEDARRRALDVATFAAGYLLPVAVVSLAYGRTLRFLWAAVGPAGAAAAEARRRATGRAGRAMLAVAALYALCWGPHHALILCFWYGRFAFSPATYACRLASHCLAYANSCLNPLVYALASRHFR
* marks the source's active call; other numbers are inactive results; & = joins results of further samples. Only part of the results is shown; rates above refer to the full screens.

A first look (6 entries):
SMILES	GalR3 antagonist
O=C(Nc1ccccc1)N1Cc2ccccc2-n2nncc2C1	-2.2
N#Cc1ccc(NC(=S)N2Cc3ccccc3-n3nncc3C2)cc1	-2.6
CCCCC1(CCO)C(=O)NC(=S)NC1=O	-3.1
C1CN(P2(N3CC3)=NP(N3CC3)(N3CC3)=NP(N3CC3)(N3CC3)=N2)CCO1 (configuration not stated)	0.6
CC(C)(C)C(=O)C(Oc1ccc(Cl)cc1)n1cncn1 (configuration not stated)	-6.1
CC(N)Cc1c[nH]c2ccc(O)cc12 (configuration not stated)	-5.5

Results (from the top)
SMILES	GalR3 antagonist
O=C(Nc1ccccc1)N1Cc2ccccc2-n2nncc2C1	-2.2
N#Cc1ccc(NC(=S)N2Cc3ccccc3-n3nncc3C2)cc1	-2.6
CCCCC1(CCO)C(=O)NC(=S)NC1=O	-3.1
C1CN(P2(N3CC3)=NP(N3CC3)(N3CC3)=NP(N3CC3)(N3CC3)=N2)CCO1 (configuration not stated)	0.6
CC(C)(C)C(=O)C(Oc1ccc(Cl)cc1)n1cncn1 (configuration not stated)	-6.1
CC(N)Cc1c[nH]c2ccc(O)cc12 (configuration not stated)	-5.5
COc1ccc(-n2nnnc2C(C2CC2)N2CCC3(CC2)C(=O)NCN3c2ccccc2)cc1 (configuration not stated)	-5.2
CS(=O)(=O)c1ccc(C2=C(CNC(=O)c3ccc([N+](=O)[O-])cc3)[C@H]3CC[C@@H](C2)N3Cc2ccccc2)cc1	-7.3
CC(C)(C)N1CC(C(=O)c2ccccc2)C1c1ccccc1 (configuration not stated)	-0.4
COc1ccccc1CN1CCNCC1	-9.3
Cc1ccc2c(c1)NP(=S)(Oc1ccccc1)N2 (configuration not stated)	-6.6
N#CC1c2ccccc2C=CN1C(=O)c1ccc(N(CCCl)CCCl)cc1 (configuration not stated)	-2.7
O=C(NCCN1CCC2(CC1)C(=O)NCN2c1ccccc1)c1cccnc1Cl	-5.6
CCOP(=O)(CCP(=O)(OCC)OCC)OCC.C[CH2][Sn]([Cl])([Cl])[CH2]C	11.5
O=C1NCN(c2ccccc2)C12CCN(C(c1cc3ccccc3o1)c1nnnn1C1CCCCC1)CC2 (configuration not stated)	-5.2
Cc1cc(C(=O)OCC(=O)Nc2c(F)cccc2F)c(C)n1C1CC1	1.4
CCCCOC(=O)c1ccccc1N	-0.2
CN1CCc2cc3c(cc2C1)OCO3	-4.0
CCC1(CCC(C)C)C(=O)NC(=O)N(c2ccccc2)C1=O (configuration not stated)	0.8
CCOP(=O)(NC(C)C)Oc1ccc(SC)c(C)c1 (configuration not stated)	-2.8
S=P(NCCSCc1ccccc1)(N1CC1)N1CC1	-3.5
C[C@H]1CN([C@@H](C)CO)C(=O)CCCn2nncc2CO[C@H]1CN(C)C(=O)Oc1ccc2ccccc2c1	-5.9
C[C@]12CCC3C(CC[C@H]4[C@@H](O)[C@H](O)CC[C@]34C)C1CCC2=O (some centres not stated)	7.6
CSCCC(c1nnnn1C1CCCC1)N1CCC(n2c(=O)[nH]c3ccccc32)CC1 (configuration not stated)	-4.7
CC(=O)OC1C(O)C2=C3C4(C)C1C(C)(C)C(=O)CC4C3(O)C(OC(C)=O)C1(CC1C)C2=O (configuration not stated)	1.1

4 consecutive records out of the list so far:
SMILES	GalR3 antagonist
CCCCC1(CCO)C(=O)NC(=S)NC1=O	-3.1
C1CN(P2(N3CC3)=NP(N3CC3)(N3CC3)=NP(N3CC3)(N3CC3)=N2)CCO1 (configuration not stated)	0.6
CC(C)(C)C(=O)C(Oc1ccc(Cl)cc1)n1cncn1 (configuration not stated)	-6.1
CC(N)Cc1c[nH]c2ccc(O)cc12 (configuration not stated)	-5.5

New compounds follow:
SMILES	GalR3 antagonist
Cc1cccc(C)c1-n1nnnc1C(c1cccs1)N1CCC(n2c(=O)[nH]c3ccccc32)CC1 (configuration not stated)	-0.3
O=C1NCN(c2ccccc2)C12CCN(C(c1ccccc1)c1nnnn1-c1ccc3c(c1)OCCO3)CC2 (configuration not stated)	-2.0
O=C(O)c1nn(Cc2ccc(Cl)cc2)c2ccccc12	-0.8
NCCc1cc(O)c(O)cc1O	-3.6&-1.7
CS(=O)(=O)c1ccc(C2=C(CNC(=O)c3cccs3)[C@H]3CC[C@@H](C2)N3CCOc2ccccc2)cc1	-7.0
CCCC(C)CC1(CCO)C(=O)NC(=S)NC1=O (configuration not stated)	-4.0
CC[C@@H]1c2ccccc2[C@@H]2CC[C@H]1N2c1ccccc1	-6.4
CC[C@@H](O)C[C@H]1CCC[C@@]2(C[C@@H]3OC(=O)/C=C/[C@@](C)(O)[C@@H](O)[C@H](C)[C@@H](O)[C@H](OC4CCC(N(C)C)C(C)O4)[C@@H](O)[C@](C)(O)CCCCC/C=C/[C@@H]4CC(C)(C)O[C@@]4(O)C[C@H](O2)[C@H]3C)O1 (some centres not stated)	6.9
ClCCN(CCCl)c1ccc(C=NNc2ncccn2)cc1	0.0
CN(C(=O)Oc1cccc2ccccc12)C1C=CCC1 (configuration not stated)	-4.6
CN1OC[C@@H]2CN[C@H](c3ccc(Br)cc3)C[C@@H]21	-1.5
CC(C)C[C@@H]1COc2cccc(N3CCN(C)CC3)c2S(=O)(=O)N1	-4.5
CC1([N+](=O)[O-])COP(=O)(Nc2ccc(F)cc2)OC1 (configuration not stated)	-3.5
C[C@@H]1CNCCN1c1ccc(N2CC[C@H](O)C2)c(C#N)c1	-4.9
CSc1nc(Cl)c(Br)c(N2CC2)n1	0.1
COc1ccc(-n2nnnc2C(c2ccnc3ccccc23)N2CCC(n3c(=O)[nH]c4ccccc43)CC2)cc1 (configuration not stated)	1.9
Cc1nn(CC(C)C)c(Cl)c1C(=O)NC1CCCCC1	-3.2
CC(C)(C)n1nnnc1C(c1ccnc2ccccc12)N1CCC2(CC1)C(=O)NCN2c1ccccc1 (configuration not stated)	-5.7
C[C@]12CCC3C(CC[C@H]4C[C@H](O)CC[C@]34C)C1C[C@H](O)[C@H]2O (some centres not stated)	-6.6
CCOC(=O)CNC(=O)N1Cc2cc(N3CCOCC3)ccc2-n2nncc2C1	-5.1
Cn1cc(C=O)c2nccnc21	2.2
CC1C(=O)OC2CCN3CC4OC4(COC(=O)C(C)(O)C1(C)O)C23 (configuration not stated)	-2.6
NP(=O)(Nc1ccccc1)Nc1ccccc1	-6.4
O=C(NCCN1CCC2(CC1)C(=O)NCN2c1ccccc1)c1ccc(Cl)cc1	-8.0
O=C1NC(=O)C2(CCN(c3ccccc3)CC2)C(=O)N1	-2.2

Other results follow.
SMILES	GalR3 antagonist
CN1OC[C@@H]2CN[C@H](c3ccccc3Br)C[C@@H]21	-6.4
COc1ccc(-n2nnnc2C(CCSC)N2CCC3(CC2)C(=O)NCN3c2ccccc2)cc1 (configuration not stated)	-4.9
O=C(Nc1ccc(Cl)cc1)N1CC1	-3.5
NC(=Nc1ccccc1)NN=Cc1c[nH]c2ccccc12	-2.5
Nc1cccc(SC2CC(=O)N(c3ccc(Cl)cc3C(=O)c3ccccc3)C2=O)c1 (configuration not stated)	-4.6
COc1ccc(OC(=O)N(C)C[C@H]2OCc3cnnn3CCCC(=O)N([C@@H](C)CO)C[C@@H]2C)cc1	-4.9
CCC1(Oc2ccccc2)C(=O)NC(=O)NC1=O	-6.9
Cc1ccc(-n2c(=S)[nH]c3ccccc3c2=O)cc1F	-2.9
NC(Cc1ccc(O)cc1)C(=O)NN=Cc1ccc(N(CCCl)CCCl)cc1 (configuration not stated)	-0.7
O=S(=O)(c1ccc(Cl)cc1)N1Cc2cc(Br)ccc2-n2nncc2C1	-7.2
Cn1c(=O)c2c(nc(-c3ccc(N(CCCl)CCCl)cc3)n2C)n(C)c1=O	-3.9
c1cc2c(cc1N1CCOCC1)CNCc1cnnn1-2	-7.4
CN(C)c1ccccc1	-4.1
O=C1CC(=O)N(Cc2ccccc2)C(=O)N1	-3.8
Cc1cccc(C)c1-n1nnnc1C(c1cccc2ccccc12)N1CCC(n2c(=O)[nH]c3ccccc32)CC1 (configuration not stated)	-5.3
O=C1NC(=O)C(=Cc2ccc(Cl)cc2)C(=O)N1	-3.7
CS(=O)(=O)c1ccc(C2=C(CNC(=O)c3cccnc3)[C@H]3CC[C@@H](C2)N3Cc2ccco2)cc1	-6.5
CCOC(=O)C1(c2ccccc2)CCN(CCC(=O)Nc2cccc(Br)c2)CC1	-6.2
Cc1ccc(S(=O)(=O)Oc2ccccc2C=C2C(=O)NC(=O)NC2=O)cc1	-7.9
COc1ccc(C(CC(=O)c2ccc3c(c2)OCO3)c2c(O)c3ccccc3oc2=O)cc1OC (configuration not stated)	-2.6
CNC(=O)Oc1ccccc1C1CCCCC1	-6.9
O=C1NC(=O)C(Cc2ccccc2)(Cc2ccccc2)C(=O)N1	-5.7
CCC(=O)O[C@H]1CC[C@H]2[C@@H]3CCC4=CC(=O)CC[C@]4(C)[C@H]3CC[C@]12C	-6.7
Cc1c(CCC(=O)N2C[C@H]3C[C@@H](C2)c2cccc(=O)n2C3)c(=O)oc2c(C)c(O)ccc12	1.1
COC1CC2C=C(C)C=CC=CC(=O)NC(c3ccccc3)CC=CCCC(O)CC(=O)C2=C1O (configuration not stated)	-3.9

Continued (two carried over from the part before).
SMILES	GalR3 antagonist
Cc1c(CCC(=O)N2C[C@H]3C[C@@H](C2)c2cccc(=O)n2C3)c(=O)oc2c(C)c(O)ccc12	1.1
COC1CC2C=C(C)C=CC=CC(=O)NC(c3ccccc3)CC=CCCC(O)CC(=O)C2=C1O (configuration not stated)	-3.9
O=C1C2CCN(CC2)C1(CO)CO	-3.7
CC1(C)CCCN1CCC(C(N)=O)(c1ccccc1)c1ccccc1	-6.5
O=C1NC(=S)NC(=O)C1=Cc1ccc(OCc2ccccc2)cc1	-1.3
COC1=C(C)C(=O)C2=C(C1=O)C(CO)N1C(C#N)C3CC4C(C1C2N1CCOC41)N3C (configuration not stated)	-3.8
COc1ccc2c(c1)C13CCN(C)C(C2)C1CCC1(C3)OCCO1 (configuration not stated)	4.2
CCCCCN1C(=O)c2cc(OC)ccc2[C@@]2(C(=O)OCC)Cc3cc(OC)ccc3[C@@H]12	-11.3
c1ccc(N2Cc3ccccc3-n3nncc3C2)nc1	-1.7
O=C(NC1CCCCC1)N1Cc2cc(N3CCCCC3)ccc2-n2nncc2C1	-5.1
C=CC1C[N+]2(C)CCC1CC2C(O)c1ccnc2ccccc12 (configuration not stated)	-0.6
CC1(CCCc2ccc(N(CCCl)CCCl)cc2)NC(=O)NC1=O (configuration not stated)	-3.2
CC1([N+](=O)[O-])COP(=O)(Nc2ccc(Cl)cc2)OC1 (configuration not stated)	-5.5
CC(C)(C)C(=O)N1Cc2cc(N3CCCCC3)ccc2-n2nncc2C1	-6.9
CCOc1cc(C=C2C(=O)NC(=S)NC2=O)ccc1O	-2.1
CCOC(=O)c1cccc(C2=C(CNC(=O)c3ocnc3C)[C@H]3CC[C@@H](C2)N3Cc2ccccc2)c1	-8.7
O=P(O)(Oc1ccccc1)c1ccccc1	-2.5
CC1([N+](=O)[O-])COP(=O)(Nc2cccc(Cl)c2)OC1 (configuration not stated)	2.4
CCc1nn2c(=O)c(F)c(N3CCNCC3)nc2s1	-3.0
CC1C(=O)OC2CCN3CC=C(COC(=O)C(C)(O)C1(C)O)C23 (configuration not stated)	-3.0
O=S(=O)(c1cccc2ccccc12)N1Cc2ccccc2-n2nncc2C1	-5.8
CC1C=CCCC12C(=O)NC(=O)NC2=O (configuration not stated)	-5.0
CC12CCC3C(CCC4CC(=O)C(C(O)C(F)(F)F)CC43C)C1CCC2O (configuration not stated)	-5.1
CCOC(=O)CC1c2ccccc2-n2nncc2CN1CC1CCCCC1 (configuration not stated)	-7.6
Oc1c(Br)cc(-c2ccccc2)cc1Br	-4.2
c1cnc(OCCN2CC2)cn1	-4.3
CC(C)(C)C(=O)N1Cc2cc(-c3cccc(F)c3)ccc2-n2nncc2C1	-8.1

Looked up above.
Under GalR3 antagonist, O=C1C2CCN(CC2)C1(CO)CO has the entry -3.7
Under GalR3 antagonist, CC1([N+](=O)[O-])COP(=O)(Nc2ccc(Cl)cc2)OC1 (configuration not stated) has the entry -5.5
Under GalR3 antagonist, CC(C)(C)C(=O)N1Cc2cc(-c3cccc(F)c3)ccc2-n2nncc2C1 has the entry -8.1
Under GalR3 antagonist, O=C1NC(=S)NC(=O)C1=Cc1ccc(OCc2ccccc2)cc1 has the entry -1.3

(continued)
SMILES	GalR3 antagonist
O=C(NC1CCCCC1)N1Cc2ccccc2-n2nncc2C1	-5.9
CN1CCN(C(=O)COc2ccc(S(=O)(=O)Nc3ccc(Cl)cc3)cc2)CC1	0.5
COc1cccc(C2CCN(C)C2)c1 (configuration not stated)	-4.1
COC(=O)Nc1nc2ccccc2[nH]1	-8.0
COc1cc2c(cc1OC)C13CCN4CC5CCOC6CC(=O)N2C1C6C5CC43 (configuration not stated)	-2.9
c1ccc(CNC2CN3CCC2CC3)cc1 (configuration not stated)	-2.2
Nc1ncnc2c1ncn2[C@@H]1O[C@H](COP(=O)(O)CP(=O)(O)O)[C@@H](O)[C@H]1O	-4.0
CCC(C)(O)C(=O)OC1C(=O)OC2CC3C(C)=CC(O)C(O)C3(C)C3C4(O)OCC23C1C(C)C4O (configuration not stated)	-7.1
O=C(c1ccco1)N1Cc2ccccc2-n2nncc2C1	-5.4
C=CCc1ccc2c(c1)OCO2	-0.8
Nc1c(Br)cc2c3c(cccc13)-c1ccccc1-2	-5.5
CC(=O)OC1CC(OC2C(O)CC(OC3C(O)CC(OC4CCC5(C)C(CCC6C5CCC5(C)C(C7=CC(=O)OC7)C(O)CC65O)C4)OC3C)OC2C)OC(C)C1OC1OC(CO)C(O)C(O)C1O (configuration not stated)	34.2*
S=C(NCCc1ccccc1)N1Cc2cc(N3CCOCC3)ccc2-n2nncc2C1	-7.5
N#Cc1cn(C2OC(CO)C(O)C2O)c2ncnc(N)c12 (configuration not stated)	68.5*
COC(=O)C1=C(C(=O)OC)C2c3ccccc3C1c1ccccc12	-10.4
CC12CCC3C(CC=C4CC(O)CCC43C)C1CC(=CN1CCOCC1)C2=O (configuration not stated)	-2.4
Nc1ccc(CC2=NCCN2)cc1	-5.1
